High-throughput results: PubChem BioAssay, several laboratories
TROY NFkB inh – TROY signaling inhibition; actives 0.98% (n = 360,000); Q293 LMP1-TROYcd NF-kB luciferase reporter, 4 h; inhibition, % at 10 µM;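 active = compounds whose plate-normalised and pattern-corrected inhibition of the luciferase reporter signal at the single screening dose is 50% or more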
TWEAK Fn14 block – inhibitors of TWEAK-Fn14 interaction signaling. TWEAK-stimulated Fn14 reporter cells, luciferase luminescence, 8 h. inhibition, % at 10 µM. actives 2% (n = 360,000); in the data active = inhibition above about 50%
NR5A2 inv ag – inverse agonists of human LRH-1 (NR5A2); O00482; HEK293T StAR-luciferase reporter, LRH-1 transfected, 24 h; inhibition, % at 3.6 µM; actives 0.13% (n = 360,000);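 active = inhibition above the mean inhibition of all tested compounds plus 3 SD, cut at about 73% in these data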;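 also: 0% = DMSO wells and 100% = reporter-only cells lacking LRH-1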
LMP1 NFkB inh – inhibitors of Epstein-Barr LMP1-induced NF-kappaB reporter | LMP1-induced NF-kappaB luciferase reporter cells, luminescence | inhibition, % at 12.5 µM | actives 0.69% (n = 350,000); in the data active = inhibition above about 41%;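 also: 0% = neutral control wells and 100% = reference inhibitor control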
NCOA2 inhibitor – inhibits human steroid receptor coactivator 2 | Q15596 | HEK293 GAL4-SRC2 luciferase reporter, luminescence | inhibition, % at 9 µM | actives 0.17% (n = 370,000) | AID 651957;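 active = inhibition above the mean inhibition of all tested compounds plus 3 SD, set per campaign, cut at about 52% in these data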;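 also: 0% = DMSO treated cells and 100% = cells given Gossypol at 36 µM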
NR2F2 inh – blocks human COUP-TFII nuclear receptor. AID 686940. HEK293T NGFI-A luciferase reporter, luminescence. actives 0.7% (n = 370,000). P24468. inhibition, % at 8.6 µM;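 active = inhibition above a per-plate cutoff, mean inhibition of test wells between control levels plus 3 SD, cut at about 38% in these data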;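 also: cells cotransfected with COUP-TFII expression vector driving the NGFI-A reporter; 0% = median of COUP-TF2 test wells and 100% = reporter-only cells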
Target sequence (P24468 whole entry, looked up): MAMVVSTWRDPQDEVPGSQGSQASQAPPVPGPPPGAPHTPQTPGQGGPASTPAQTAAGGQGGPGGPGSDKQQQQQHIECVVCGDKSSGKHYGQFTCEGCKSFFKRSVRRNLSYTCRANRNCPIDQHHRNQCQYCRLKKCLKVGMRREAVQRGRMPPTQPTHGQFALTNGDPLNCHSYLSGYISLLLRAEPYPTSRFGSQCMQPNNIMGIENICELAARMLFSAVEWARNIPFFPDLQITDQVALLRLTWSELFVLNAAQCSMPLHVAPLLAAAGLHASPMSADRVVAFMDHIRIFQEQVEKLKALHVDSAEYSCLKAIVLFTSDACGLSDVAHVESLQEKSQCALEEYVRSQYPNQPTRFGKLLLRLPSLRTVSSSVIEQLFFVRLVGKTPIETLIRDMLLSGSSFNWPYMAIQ
NOD2 RIPK2 PPI – NOD2-RIPK2 protein interaction inhibition. O43353. CHO BLA complementation NOD2-RIPK2, CCF4 ratio. AID 624267. actives 0.38% (n = 360,000). inhibition, % at 4.98 µM; in the data active = inhibition above about 21%;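 also: 0% = vehicle only and 100% = reference blocker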
Target sequence (O43353 whole entry, looked up): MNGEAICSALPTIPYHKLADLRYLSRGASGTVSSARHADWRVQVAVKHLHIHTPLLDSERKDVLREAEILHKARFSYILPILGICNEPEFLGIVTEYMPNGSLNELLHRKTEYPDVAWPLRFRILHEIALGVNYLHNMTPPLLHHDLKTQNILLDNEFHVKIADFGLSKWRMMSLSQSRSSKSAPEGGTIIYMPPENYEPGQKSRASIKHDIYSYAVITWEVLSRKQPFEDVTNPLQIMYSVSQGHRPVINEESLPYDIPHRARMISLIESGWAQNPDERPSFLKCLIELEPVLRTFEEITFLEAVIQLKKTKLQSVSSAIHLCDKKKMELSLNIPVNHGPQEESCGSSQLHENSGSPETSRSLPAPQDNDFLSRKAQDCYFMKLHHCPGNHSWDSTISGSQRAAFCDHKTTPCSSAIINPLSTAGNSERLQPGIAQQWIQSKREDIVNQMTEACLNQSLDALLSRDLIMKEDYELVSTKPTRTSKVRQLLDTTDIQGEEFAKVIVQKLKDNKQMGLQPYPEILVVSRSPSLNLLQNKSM
SRC1 inh – human NCOA1 inhibition. inhibition, % at 3.6 µM. Q15788. AID 588354. actives 0.12% (n = 360,000). HEK293 GAL4-SRC1 luciferase reporter, luminescence;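 active = inhibition above the campaign mean plus 3 SD, with each screening campaign given its own cutoff, cut at about 60% in these data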;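 also: 0% = DMSO treated cells and 100% = gossypol at 36 µM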
C8 TRAIL sens – caspase-8 TRAIL sensitization; NB7+C8 cells + TRAIL, ATPlite viability luminescence; inhibition (viability loss, TRAIL sensitization), % at 10 µM; actives 1% (n = 360,000); AID 624354;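 active = compounds causing at least 50% loss of cell viability in the single-dose screen, relative to plate controls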
SRC3 inh – inhibits human SRC3 coactivator. Q9Y6Q9. HEK293 GAL4-SRC3 luciferase reporter, luminescence. inhibition, % at 3.6 µM. actives 0.17% (n = 360,000);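 active = inhibition above a per-campaign cutoff, the mean of all compounds plus 3 SD, cut at about 60% in these data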;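 also: 0% = DMSO-treated cells and 100% = gossypol-treated cells at 36 µM; higher means less SRC3-driven luciferase light from the GAL4 reporter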
TLR9-MyD88 inh – TLR9-MyD88 interaction inhibition; CHO BLA complementation TLR9-MyD88, CCF4 FRET ratio; actives 0.21% (n = 340,000); inhibition, % at 4.98 µM; Q9NR96+Q99836;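 active = inhibition above the mean over all tested compounds plus 3 SD, cut at about 21% in these data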;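 also: 0% = DMSO only wells and 100% = clavulanate BLA inhibitor control wells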
Starred values were filed as active, the others as inactive; x = no result given.

A first look:
SMILES	TROY NFkB inh	TWEAK Fn14 block	NR5A2 inv ag	LMP1 NFkB inh	NCOA2 inhibitor	NR2F2 inh	NOD2 RIPK2 PPI	SRC1 inh	C8 TRAIL sens	SRC3 inh	TLR9-MyD88 inh
Clc1ccc2[nH]c3c(NCCN4CCOCC4)ncnc3c2c1	-10	-6	-13	6	-32	-16	4	-11	4	-9	-2
CC1CCCCC1NC(=O)CCCn1c(=S)[nH]c2ccsc2c1=O (configuration not stated)	11	0	-6	1	-1	2	-13	-8	3	-13	-3
Cc1ccc(S(=O)(=O)c2c(O)c3ccc(C(=O)O)cc3[nH]c2=O)cc1	-17	10	5	3	-4	5	-4	9	4	6	3
Cc1cccc(NC2=C(C#N)C(=O)NC3(CCCC3)S2)c1	-27	-12	6	-3	-12	6	-7	11	-1	-10	-13
CC(C)CN(C(=O)c1ccc(N2CCCC2=O)cc1)c1c(N)n(Cc2ccccc2)c(=O)[nH]c1=O	-11	10	3	3	4	-8	-18	9	-18	1	-1
CCOC(=O)C1=NOC(Cn2cc(C#N)c(=O)n(C)c2=O)C1 (configuration not stated)	8	-16	-12	-8	-16	-4	-4	-12	-8	7	-5

Main list, previewed entries included:
SMILES	TROY NFkB inh	TWEAK Fn14 block	NR5A2 inv ag	LMP1 NFkB inh	NCOA2 inhibitor	NR2F2 inh	NOD2 RIPK2 PPI	SRC1 inh	C8 TRAIL sens	SRC3 inh	TLR9-MyD88 inh
Clc1ccc2[nH]c3c(NCCN4CCOCC4)ncnc3c2c1	-10	-6	-13	6	-32	-16	4	-11	4	-9	-2
CC1CCCCC1NC(=O)CCCn1c(=S)[nH]c2ccsc2c1=O (configuration not stated)	11	0	-6	1	-1	2	-13	-8	3	-13	-3
Cc1ccc(S(=O)(=O)c2c(O)c3ccc(C(=O)O)cc3[nH]c2=O)cc1	-17	10	5	3	-4	5	-4	9	4	6	3
Cc1cccc(NC2=C(C#N)C(=O)NC3(CCCC3)S2)c1	-27	-12	6	-3	-12	6	-7	11	-1	-10	-13
CC(C)CN(C(=O)c1ccc(N2CCCC2=O)cc1)c1c(N)n(Cc2ccccc2)c(=O)[nH]c1=O	-11	10	3	3	4	-8	-18	9	-18	1	-1
CCOC(=O)C1=NOC(Cn2cc(C#N)c(=O)n(C)c2=O)C1 (configuration not stated)	8	-16	-12	-8	-16	-4	-4	-12	-8	7	-5
O/N=C(\c1ccc2c(c1)OCCO2)C1CCCCC1	-17	11	-11	3	-27	-7	-4	-14	-7	-11	2
COc1ccc(S(=O)(=O)n2nc(OC(=O)c3ccccc3Br)cc2N)cc1	47	-8	-8	-8	-5	10	4	-2	-8	-2	-9
COc1ccc(S(=O)(=O)Oc2ccc3cccc(N)c3c2)cc1	33	23	1	x	17	-14	-3	7	5	2	x
O=S1(=O)CCC(NC(=S)Nc2ccc3ccccc3c2)C1 (configuration not stated)	-45	-5	-36	-3	-12	1	-2	-30	3	-31	-5
Cc1cc(NC(=O)Cn2nc(C(F)(F)F)c3c2CCCC3)no1	-5	-18	-2	-10	-41	-7	1	-13	-13	-76	7
CCc1ccc(NC(=O)NC(C)c2ccc3c(c2)OCO3)cc1 (configuration not stated)	4	-31	-16	3	26	10	-8	10	14	0	0
O=C(O)C1CC=CCC1C(=O)NCCc1ccccc1 (configuration not stated)	-26	-9	14	4	-6	-7	0	-9	-31	21	16
CCn1c(NC)cc(=O)n(C)c1=O	19	-14	-21	6	-4	1	-3	-8	-12	-10	-4
Cc1c(-c2ccccc2)[n+](=O)c2c(n1[O-])CCC2	-5	-2	5	-7	2	6	-9	11	-7	22	0
CN(C)C1=NCCN1CCc1ccccc1	20	3	-46	1	11	-2	2	-3	-2	-52	1
C=CCN(Cc1cc(OC)ccc1OC)S(=O)(=O)N(C)C	8	-6	-11	4	17	8	-11	9	1	-11	-2
O=C(CCN1C(=O)c2ccccc2C1=O)Nc1ccc(-c2cn3ccsc3n2)cc1	-11	8	-80	-1	16	-34	-5	-62	-1	-37	5
Cc1ccc(CS(=O)Cc2ccc(C(=O)NCc3ccccc3)o2)cc1 (configuration not stated)	9	-1	-1	-5	-10	11	-5	9	8	11	-9
O=C(CSc1nc2ccccc2c(=O)[nH]1)N1CCOCC1	10	-11	-25	3	-21	3	3	-17	14	9	-8
O=c1cc(N2CCOCC2)[nH]c(=O)n1-c1ccc(Cl)cc1	33	6	0	-1	-12	-11	3	-97	-5	-12	10
S=C(Nc1ccc(Cl)cc1)c1nc2ccccc2[nH]1	-40	17	-142	5	-62	-35	2	-161	69*	-80	2
Cc1ccc(-n2nc(-c3cccs3)cc2C(=O)NCC2CCCO2)c(C)c1 (configuration not stated)	-9	10	-10	-6	-5	20	4	-34	-6	-7	-16
COc1cc(OC)cc(C(=O)NCC(=O)OCC(=O)/C=C2/N(C)c3ccccc3C2(C)C)c1	31	-6	-22	0	0	-1	0	-11	18	3	4
S=c1[nH]ncn1/N=C/c1ccc(Br)cc1	7	-4	2	-1	-11	-10	-13	-1	-7	4	8

Some of the entries above, reformatted:
Fields – TROY NFkB inh, TWEAK Fn14 block, NR5A2 inv ag, LMP1 NFkB inh, NCOA2 inhibitor, NR2F2 inh, NOD2 RIPK2 PPI, SRC1 inh, C8 TRAIL sens, SRC3 inh, TLR9-MyD88 inh
Cc1ccc(CS(=O)Cc2ccc(C(=O)NCc3ccccc3)o2)cc1 (configuration not stated)
    9, -1, -1, -5, -10, 11, -5, 9, 8, 11, -9
O=C(CSc1nc2ccccc2c(=O)[nH]1)N1CCOCC1
    10, -11, -25, 3, -21, 3, 3, -17, 14, 9, -8

More entries
SMILES	TROY NFkB inh	TWEAK Fn14 block	NR5A2 inv ag	LMP1 NFkB inh	NCOA2 inhibitor	NR2F2 inh	NOD2 RIPK2 PPI	SRC1 inh	C8 TRAIL sens	SRC3 inh	TLR9-MyD88 inh
COc1ccc(NC(=O)CSc2nncn2C)cc1	-11	-5	3	-3	12	-6	-2	-6	-3	7	-7
Cn1nccc1C(=O)OCC(=O)Nc1nc(-c2ccccc2)cs1	-15	-1	-37	-11	-70	-10	-7	-40	-7	-15	-7
N#C/C(=C\c1ccc(F)cc1F)S(=O)(=O)c1ccccn1	-19	-12	-4	-3	-8	9	2	-11	1	9	13
COCC(C)NC(=O)c1cc2cc(OC)ccc2[nH]1 (configuration not stated)	-2	9	4	8	-15	2	-3	4	-4	1	-3
COC(=O)C1=C(C)N(CC2CC2)C(=NCc2cccc(C(F)(F)F)c2)N[C@H]1c1ccccc1	5	-7	6	-11	x	x	8	4	14	-8	-1
CC(Nc1cccc2ccccc12)C(=O)N/N=C/c1ccccn1 (configuration not stated)	-5	55*	25	4	-2	2	-8	-23	-11	-2	-3
CNc1ncc(C(=O)c2ccc(-c3ccccc3)cc2)s1	-55	-15	-170	-25	-37	-17	13	-201	39	-188	12
CCC(=O)Nc1ccc2c(c1)C(=O)N(C)C2=O	2	-15	-15	-2	-9	20	-3	2	3	1	14
Cc1ccc(N2CC(C(=O)NCCN3CCOCC3)CC2=O)cc1C (configuration not stated)	6	15	-24	0	6	2	-1	-7	1	-10	0
CC(=O)c1ccc(OCCOc2ccc(C#N)cc2)cc1	-2	-5	10	-5	4	17	-1	1	-2	12	5
CCc1cc(CC)c(/C=N/NC(N)=O)c(CC)c1	43	11	-3	3	-15	-14	-9	22	-10	20	-5
COc1ccc(NC(=O)CN(C)CC(=O)Nc2cccc(F)c2)cc1Cl	-19	-8	3	7	-11	4	-6	-15	-12	11	-4
CC(=O)NCCCNC(=S)NCCCN(Cc1ccc(Cl)cc1)c1ccc(Br)cn1	20	12	-4	x	7	9	10	-3	2	-22	x
CCN(CC)c1ccc(NC(=O)CCc2nnc3ccc(N4CCCC4)nn23)c(C)c1	1	-5	10	2	2	4	-5	7	-11	8	-2
O=C1N=C2SCCN2/C1=C\c1c(Cl)cccc1Cl	14	15	21	-3	4	1	-3	-24	-11	-51	-10
CC(C)C[C@@H]1COc2cccc(N3CCC[C@H]3CO)c2S(=O)(=O)N1	-4	13	-2	x	-2	1	-3	x	-3	x	x
O=C1C2C3C=CC(C2C(=O)N1CCO)C1C(=O)N(CCO)C(=O)C31 (configuration not stated)	-2	9	-10	1	5	1	5	13	-29	2	2
Cc1cccc(/C=C/C(=O)c2ccc(NC3=NCCCS3)cc2)c1	30	39	-19	0	-21	-13	1	-6	11	-38	6
O=C(COC(=O)c1cc[n+]([O-])cc1)Nc1ccc(Br)cc1	6	11	13	-8	-15	1	-9	-1	-10	-15	-2
CC(=O)C1=C(O)C(=O)N(c2nccs2)C1c1ccccc1F (configuration not stated)	9	-20	16	7	-10	-25	0	-12	-17	10	-3
CN(C)C(=O)c1cc(C(=O)c2ccccc2F)c[nH]1	-14	17	1	1	-10	-11	-8	0	-8	-17	5
CC(=O)CSc1cc(-c2ccccc2)nc2ncnn12	11	16	6	-6	19	22	-12	14	-26	32	-4
COc1ccc(N2C(=O)/C(=C\c3ccco3)N=C2SCC(N)=O)cc1Cl	-13	-13	-3	-8	-8	-16	-5	-10	8	20	x
O=C(CCNC(=O)c1ccc(Cl)cc1)Nc1ccc(S(=O)(=O)N2CCCCC2)cc1	18	5	-6	-15	-29	-12	1	-9	15	-6	-5
CCN1C(=O)N(CC)c2cccc3cccc1c23	33	92*	19	9	5	-14	3	-12	3	8	-9
N#Cc1c(N)n(Cc2ccccc2)c(=O)c2cc([N+](=O)[O-])ccc12	22	-71	-12	-7	-20	-9	-4	-18	-2	-27	4
CCc1ccc(NC(=O)CSc2nc(=O)n(CCCN(C)C)c3c2CCC3)cc1	3	7	-2	3	-15	5	1	-9	11	2	3
CSc1ccc(-c2nc(CN(C)C3CCOC3)c(C)o2)cc1 (configuration not stated)	-50	-33	-41	-24	-19	-8	2	-45	3	-52	1
Cc1[nH]c2ccccc2c1C(=O)c1cc(Cc2ccccc2)sc1N	x	x	11	x	22	21	0	x	-2	x	x

5 compounds from above, arranged by the number in TWEAK Fn14 block, rising.
Molecule,TWEAK Fn14 block
O=S1(=O)CCC(NC(=S)Nc2ccc3ccccc3c2)C1 (configuration not stated),-5
Cc1ccc(CS(=O)Cc2ccc(C(=O)NCc3ccccc3)o2)cc1 (configuration not stated),-1
CN(C)C1=NCCN1CCc1ccccc1,3
O=C(COC(=O)c1cc[n+]([O-])cc1)Nc1ccc(Br)cc1,11
S=C(Nc1ccc(Cl)cc1)c1nc2ccccc2[nH]1,17

The list is partial (hit frequency here may not be typical).
